ARFGAP1 inhibitor – inhibitors of rat ARFGAP1 GAP activity, primary screen, biochemical, fluorescence polarization, GDP tracer; ADP-ribosylation factor GTPase-activating protein 1 (Rattus norvegicus), Q62848; Arfgap1-stimulated ARF1 GTP hydrolysis, GDP FP detection; inhibition, % at 16.5 µM; actives 0.26% (n = 360,000);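 active means inhibition above a per-plate limit, mean inhibition of low control wells plus 3 SD, cut at about 25% in these data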;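 further: 0% = DMSO wells with enzyme and 100% = wells lacking Arfgap1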
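system = rat Arfgap1 catalytic domain, aa 1-136 | technique = FP, GDP Alexa 633 tracer displaced from anti-GDP antibody, 620/688 nm | compound = one concentration, 16.5 µM, DMSO 1.26% | medium = HEPES-based buffer, pH 7.5 | timing = compound-enzyme preincubation 20 min, reaction 120 min, detection 60 min, 25 °C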
UHRF1 MBD2 ctr – UHRF1 methylated DNA binding inhibitors, primary screen, counter-screen for MBD2 inhibitor project, biochemical, TR-FRET, human UHRF1, single concentration. E3 ubiquitin-protein ligase UHRF1 (Homo sapiens), Q96T88. actives 0.75% (n = 370,000). UHRF1 binding to methylated oligo. inhibition, % at 4.4 µM. AID 687016, 2013; in the data active means inhibition above about 21%;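 further: UHRF1 SRA domain binding a hemimethylated CpG hairpin DNA probe; 0% = median of test compound wells and 100% = reference inhibitor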
KLK7 zymogen act – proKLK7 zymogen activators, primary screen, biochemical, fluorescence intensity. Kallikrein-7 (Homo sapiens), P49862. purified proKLK7, EDANS-DABCYL substrate fluorescence; 100% is mature enzyme control, 0% vehicle. activation, % at 7 µM. actives 0.9% (n = 370,000);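 active means activation above the mean of all tested compounds plus 3 SD, computed per campaign excluding outliers beyond control limits, cut at about 13% in these data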
Tn6 DDE FP – inhibitors of Tn6 peptide binding to fibrin DD(E), primary screen, biochemical, fluorescence polarization, human fibrin, Tn6 probe. Fibrin DD(E) TRITC-Tn6 fluorescence polarization displacement. Fibrinogen beta chain (Homo sapiens), P02675. actives 0.21% (n = 370,000). inhibition, % at 8.3 µM;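 active means inhibition above a per-campaign cutoff: mean of compounds within control limits plus 3 SD, cut at about 15% in these data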;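 further: 0% = median of all compound wells on the plate and 100% = blocking peptide control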
PLCb3 inh – human PLC-beta3 inhibitors, primary screen, biochemical, fluorescence | 1-phosphatidylinositol 4,5-bisphosphate phosphodiesterase beta-3 (Homo sapiens), Q01970 | Purified PLC-beta3, fluorogenic substrate | inhibition, % at 12.2 µM | actives 0.18% (n = 370,000) | AID 720704, 2013; in the data active means inhibition above about 11%;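 further: 0% = median of compound wells on plate and 100% = full blocker control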
MBD2 DNA inh – inhibitors of MBD2 binding to methylated DNA, primary screen, biochemical, TR-FRET, DNA-binding domain, human | Methyl-CpG-binding domain protein 2 (Homo sapiens), Q9UBB5 | MBD2 binding to methylated oligonucleotide | inhibition, % at 4.4 µM | actives 0.31% (n = 370,000); in the data active means inhibition above about 13%
Target sequence (Q9UBB5 whole entry, looked up, the tested form may be a part): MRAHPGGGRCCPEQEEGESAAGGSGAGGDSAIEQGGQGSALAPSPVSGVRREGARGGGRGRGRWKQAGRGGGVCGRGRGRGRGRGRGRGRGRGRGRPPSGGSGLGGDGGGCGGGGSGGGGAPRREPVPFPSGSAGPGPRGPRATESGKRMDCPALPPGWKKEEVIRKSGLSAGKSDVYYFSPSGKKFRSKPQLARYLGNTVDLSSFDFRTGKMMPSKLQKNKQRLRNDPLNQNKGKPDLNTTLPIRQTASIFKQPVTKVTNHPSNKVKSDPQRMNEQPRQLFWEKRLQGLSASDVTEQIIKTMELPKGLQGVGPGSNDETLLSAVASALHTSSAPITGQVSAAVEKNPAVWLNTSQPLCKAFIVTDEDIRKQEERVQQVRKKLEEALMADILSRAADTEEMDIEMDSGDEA
Tn7 DDE FP – inhibitors of Tn7 peptide binding to fibrin DD(E), primary screen, biochemical, fluorescence polarization, human fibrin, Tn7 probe. FP displacement of FITC-Tn7 peptide from fibrin DD(E); 0% = median of compound wells per plate. inhibition, % at 8.3 µM. actives 0.13% (n = 370,000). AID 720508, 2013;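 active means inhibition above the mean of compounds falling within the control limits plus 3 SD of them, cut at about 14% in these data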;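 further: 0% = plate median of compound wells and 100% = 10 µM Aha-Tn7 peptide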
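Assay system: Human fibrin DD(E) protein | Medium: Tris buffer with calcium and detergent, pH 7.8 | Reagent: 0.1 µM fluorescent Tn7 | Compound dosing: Single point at 8.3 µM | Times: 10 min preincubation, 3 h with tracer, room temperature | Detection: Fluorescence polarization of the labelled Tn7 tracer | Controls: Aha-Tn7 high control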
PLC-gamma1 inh – PLC-gamma1 enzyme inhibitors, primary screen, biochemical, fluorescence, purified enzyme. fluorogenic substrate. inhibition, % at 12.2 µM. AID 720700, 2013. actives 0.84% (n = 370,000); in the data active means inhibition above about 9.5%
ADAM17 inh – ADAM17 inhibitors, primary screen, biochemical, QFRET; recombinant ADAM17, EDANS/DABCYL FRET peptide cleavage; inhibition, % at 6.95 µM; actives 0.83% (n = 370,000);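 active means inhibition above the mean of compounds lying between control limits plus 3 SD, set per campaign, cut at about 8.5% in these data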;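 further: 0% = DMSO-only wells as the low control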
Target sequence (P78536 215-824 limits assumed): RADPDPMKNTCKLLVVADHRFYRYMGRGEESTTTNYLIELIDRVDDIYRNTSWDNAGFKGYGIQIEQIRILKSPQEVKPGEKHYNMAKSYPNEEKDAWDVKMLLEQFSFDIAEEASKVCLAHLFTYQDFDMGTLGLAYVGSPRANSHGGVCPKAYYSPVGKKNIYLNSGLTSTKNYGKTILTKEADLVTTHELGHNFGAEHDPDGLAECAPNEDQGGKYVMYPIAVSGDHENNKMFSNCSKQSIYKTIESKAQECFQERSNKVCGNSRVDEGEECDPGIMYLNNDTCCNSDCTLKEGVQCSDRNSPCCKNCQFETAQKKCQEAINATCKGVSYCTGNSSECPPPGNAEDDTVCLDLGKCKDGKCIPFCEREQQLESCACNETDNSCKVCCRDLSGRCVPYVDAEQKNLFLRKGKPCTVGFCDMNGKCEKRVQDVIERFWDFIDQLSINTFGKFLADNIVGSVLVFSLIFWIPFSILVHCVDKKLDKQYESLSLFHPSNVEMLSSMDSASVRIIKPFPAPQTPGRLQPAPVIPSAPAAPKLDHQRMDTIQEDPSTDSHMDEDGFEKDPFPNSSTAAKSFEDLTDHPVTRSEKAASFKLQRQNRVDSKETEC
ASAP1 inh – inhibitors of human ASAP1 ArfGAP activity, primary screen, biochemical, fluorescence polarization; ASAP1-stimulated ARF1 GTP hydrolysis, GDP FP detection; actives 0.19% (n = 360,000); inhibition, % at 16.5 µM; Arf-GAP with SH3 domain, ANK repeat and PH domain-containing protein 1 (Homo sapiens), …; in the data active means inhibition above about 25%;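 further: 0% = vehicle with enzyme and substrate and 100% = no enzyme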
The depositor's hits bear a star; & = joins results of further samples.

SMILES	ARFGAP1 inhibitor	UHRF1 MBD2 ctr	KLK7 zymogen act	Tn6 DDE FP	PLCb3 inh	MBD2 DNA inh	Tn7 DDE FP	PLC-gamma1 inh	ADAM17 inh	ASAP1 inh
C=CCn1c(SC)nc2sc3c(c2c1=O)CCc1ccccc1-3	0.3	4.5	-0.8	-3.3	-3.1	-0.3	-9.4	7.5	4.6	11.5
CC(C)CNC(=O)c1cccc(NC(=O)c2ccc3c(c2)C(=O)N(C)C3=O)c1	-2.6	-0.8	0.3	5.6	-4.0	-0.2	-4.1	4.2	1.1	-4.3
CCCCN(Cc1ccco1)C(=O)Cn1ncc2c(=O)oc3ccc(C)cc3c21	15.2	5.7	0.5	4.9	-0.7	3.8	-2.5	-1.6	-3.5	29.9*
O=c1c2ccccc2nc2n1C(CSCc1cccc(C(F)(F)F)c1)CS2 (stereo unspecified)	-0.2	-2.6	-0.1	2.5	2.6	1.6	0.0	2.5	-3.7	-14.5
Cc1nc(NC(=O)/C=C/c2ccccc2)sc1C(=O)NCCO	10.6	5.5	-0.2	3.4	-30.2	-1.0	-3.0	-17.2	1.3	-3.1
CCOC(=O)c1ccc(N=CC2=C(O)CC(C)(C)CC2=O)cc1	-10.1	2.4	-0.7	3.3	-0.5	-2.1	4.2	-1.3	3.8	-6.8
Cc1ccccc1NC(=O)c1ccc2snnc2c1	4.6	2.7	-0.2	-4.0	2.4	-0.6	1.7	3.7	4.6	4.8
COc1ccccc1CNC(=O)c1cc(-c2cccnc2)nc2ccccc12	-0.8	0.1	-0.1	-2.7	-3.5	-3.9	-4.6	2.7	1.8	-7.5
CCOC(=O)c1cc2sc(C)cc2n1C(C)C(=O)OCC (stereo unspecified)	-1.1	3.0	-0.4	-1.3	3.6	-1.5	1.6	-2.3	0.0	1.4
CCC[N+](CC#Cc1ccccc1)(CCC)CC(=O)OC	6.1	-1.6	-0.5	-1.8	3.2	1.6	6.6	-0.5	-2.0	1.2
CC(O)(c1ccc(F)c(F)c1)c1nc(-c2ccncc2)cs1 (stereo unspecified)	0.3	0.7	0.2	-5.9	-1.4	-3.0	7.8	2.2	-4.5	1.7
CCOc1ccccc1NC(=O)CSc1nnc(-c2ccccn2)n1Cc1ccco1	11.1	3.6	0.7	3.4	3.2	2.2	-5.4	7.4	2.6	-12.4
O=C1/C(=C/c2ccco2)CCc2ccccc21	-1.8	3.2	-2.7	-7.8	-52.0	-0.8	-4.0	-46.0	-19.2	4.2
O=C(CSc1ncnc2c1oc1ccccc12)Nc1ccccc1F	5.7	4.0	0.3	-1.4	-2.3	0.9	1.4	1.7	-1.2	3.5
COc1ccc(Cl)cc1NC(=O)CNC(c1ccccc1)c1ccccc1	7.4	1.3	0.7	-7.7	-5.0	3.5	-3.0	2.6	2.3	13.6
Cc1ccccc1CN(C)C(=O)COC(=O)c1ccc2[nH]c(C)c(C)c2c1	9.4	0.5	-0.9	-0.4	-17.8	4.0	2.2	-10.7	-3.1	8.6
COc1cccc(N2C(=O)CC(N3CCc4ccccc43)C2=O)c1 (stereo unspecified)	8.9	4.2	0.7	-7.7	-1.0	10.3	8.7	5.4	-4.0	9.0
CCCC(C(=O)NC1CCCC1)N(C(=O)c1snc(C(N)=O)c1N)c1ccc(F)cc1 (stereo unspecified)	13.4	-0.6	0.1	4.5	-65.7	-5.3	-0.8	-31.8	-42.3	-6.9
CCN(CC(=O)Nc1c(F)cccc1F)C(=O)c1cccc(-n2cnnn2)c1	-0.3	-2.3	-0.3	1.3	-2.9	0.4	5.5	-2.5	-1.1	-5.3
COc1ccc(/C(O)=C2/C(=O)C(=O)N(CC3CCCO3)C2c2ccc(OC)c(OC)c2)cc1 (stereo unspecified)	-0.9	-5.6	-0.1	-1.2	4.3	3.1	-5.6	2.0	1.0	8.8
Cc1cn(CCC(=O)Nc2ccccc2N2CCOCC2)c2ccccc12	3.3	3.5	-0.4	-1.7	4.8	-2.3	1.3	8.7	8.9*	5.1
COCCCn1c(-c2ccco2)nc2ccccc2c1=O	5.0	-0.4	0.0	-2.3	2.1	-3.0	2.1	-1.4	-0.3	-2.6
CCOC(=O)C1(Cc2ccccc2C(F)(F)F)CCN(Cc2ccc(COC)o2)CC1	-5.5	5.6	-0.4	5.5	9.9	1.1	-7.1	3.4	5.8	-8.7
O=C(COC(=O)c1ccccc1[N+](=O)[O-])Nc1nnc(-c2ccccc2)o1	17.4	1.5	0.1	-2.9	-7.5	-3.2	-4.8	-0.4	4.0	0.3
COc1ccc(Nc2oc(-c3ccc(Cl)cc3)nc2C#N)cc1	16.6	1.6	-0.3	-1.3	-200.7	0.3	-6.5	-154.2	-19.9	1.1
COCCNC(=O)CSc1nnc(-c2ccccc2)c(-c2ccccc2)n1	3.3	-0.9	-0.8	-5.1	-2.3	1.0	-3.0	2.9	-2.5	-2.1
COc1ccc(CCNC(=S)NCCc2ccc(OC)c(OC)c2)cc1OC	2.9&13.4	-2.9&0.8	0.2&-0.9	5.3&-0.5	-1.9&-6.0	0.1&-1.3	-8.2&-2.2	-3.8&-0.6	-1.6&-0.1	1.1&-0.6
O=c1cc(O)c(-c2ccc(Cl)c(Cl)c2)c(Cl)[nH]1	15.0	-0.5	-0.9	3.2	-1.1	3.4	10.6	-2.7	-1.6	-8.0
O=C1C=C(c2ccccc2)C[C@H](c2cccs2)[C@H]1n1nnc([N+](=O)[O-])n1	-5.1	-3.5	-0.3	3.2	1.4	1.6	-4.1	-3.5	5.0	16.6
CCOC(=O)c1sc(NC(=O)CCCCCN2C(=O)c3cccc4cccc(c34)C2=O)nc1C	-1.0	0.3	0.7	7.8	2.6	0.4	1.2	-2.1	-6.9	-28.5
Cc1c(Cl)cccc1NC(=O)NCc1cccnc1	8.5	-1.9	-0.1	0.8	-2.3	2.4	6.0	2.9	-0.3	-3.1
CC(=O)Nc1cccc2c1C(=O)NC2=O	5.2	5.5	-25.5	-7.6	-90.7	2.6	1.7	-74.2	-76.7	6.8
COc1cc(CNC(=O)c2cc(-c3cc(F)ccc3OC(C)C)n[nH]2)cc(OC)c1	-4.5	-1.1	0.4	5.2	1.6	-8.2	-3.8	0.9	6.3	4.9
OCC1(CO)CC2(C1)CC(CO)(CO)C2	-0.8	-1.6	0.0	-2.7	-5.0	-2.4	1.9	1.4	-2.9	-16.3
CCCCc1cc(=O)oc2cc(C)cc(OC(C)C(=O)NCc3ccncc3)c12 (stereo unspecified)	-3.2	-1.0	-1.8	3.7	-64.9	-1.7	-0.5	-34.8	-33.3	-2.9
O=C(OCc1nnc(-c2ccccc2)o1)c1ccc2c(c1)C(=O)N(CCc1ccccc1)C2=O	-3.4	0.3	-0.5	5.1	3.1	-2.3	1.0	1.5	-3.4	-5.6
O=C(NCc1cccnc1)C1CCN(S(=O)(=O)N2CCOCC2)CC1	-11.3	17.1	0.4	-7.1	4.2	0.3	1.9	6.6	1.2	-18.8
NC(=O)N(N)c1nc(N2CCCC2)nc(N2CCCC2)n1	10.4	-0.1	0.4	0.1	-2.5	-3.1	-6.9	0.8	-0.8	-5.0
COc1ccc(Oc2ncc(CN3CCN(c4ccccc4)CC3)s2)cc1	3.5	-0.5	-0.3	1.4	-4.9	0.3	5.2	-3.3	-0.8	2.4
Cc1cc2nc(-c3ccc(NC(=O)c4cccnc4)cc3)oc2cc1C	20.3	-2.8	-5.1	0.0	-13.7	-0.4	0.5	-9.6	-10.5	-8.9

Some of these compounds in order of their number in Tn6 DDE FP, falling.
Compound | ARFGAP1 inhibitor | KLK7 zymogen act | Tn6 DDE FP | PLCb3 inh | MBD2 DNA inh | Tn7 DDE FP | PLC-gamma1 inh | ADAM17 inh | ASAP1 inh
CCOC(=O)C1(Cc2ccccc2C(F)(F)F)CCN(Cc2ccc(COC)o2)CC1 | -5.5 | -0.4 | 5.5 | 9.9 | 1.1 | -7.1 | 3.4 | 5.8 | -8.7
O=c1c2ccccc2nc2n1C(CSCc1cccc(C(F)(F)F)c1)CS2 (stereo unspecified) | -0.2 | -0.1 | 2.5 | 2.6 | 1.6 | 0.0 | 2.5 | -3.7 | -14.5
COc1ccc(Cl)cc1NC(=O)CNC(c1ccccc1)c1ccccc1 | 7.4 | 0.7 | -7.7 | -5.0 | 3.5 | -3.0 | 2.6 | 2.3 | 13.6

The listing continues.
SMILES	ARFGAP1 inhibitor	UHRF1 MBD2 ctr	KLK7 zymogen act	Tn6 DDE FP	PLCb3 inh	MBD2 DNA inh	Tn7 DDE FP	PLC-gamma1 inh	ADAM17 inh	ASAP1 inh
CCOCCOc1cccc(C(=O)NC(c2ccccc2)c2ccccc2)c1	-0.7	-2.8	0.0	-7.5	-3.1	0.4	-0.4	1.0	-0.8	-1.7
Cc1cccc(OCC(O)CN2CCOCC2)c1 (stereo unspecified)	2.0	3.6	0.4	-0.6	-0.1	6.4	4.5	2.0	-8.3	10.3
O=C(Nc1ccc(S(=O)(=O)Nc2nccs2)cc1)c1cccc(S(=O)(=O)N2CCOCC2)c1	-6.9	-0.6	0.4	3.7	-7.6	7.9	-1.6	-0.5	-7.7	5.8
Nc1nonc1-n1nnc(C(=O)N/N=C/c2cccnc2)c1-c1ccccc1	7.7	1.8	0.3	-0.1	2.1	3.1	-4.3	1.5	0.7	0.1
CC(C)[C@H]1C=C(C(=O)O)O[C@@H](OCCCCO)C1	8.5	2.7	0.0	-4.1	-0.5	-3.0	0.0	-1.7	-5.3	-5.5
O=C(COc1ccc(Cl)cc1Cl)Nc1ccccc1F	-8.9	-0.4	0.6	4.8	-0.2	-0.6	0.3	-0.4	-2.9	-2.2
CC1(C)C(=O)Nc2ccccc2N1C(=O)COc1cccnc1[N+](=O)[O-]	16.6	6.6	0.2	-8.6	-0.8	-2.0	-1.5	6.8	-4.5	-13.4
COCCn1cnnc1SCC(=O)Nc1ccccc1C(=O)Nc1ccc2c(c1)OCO2	12.2	-1.9	0.4	2.9	0.2	2.3	5.7	0.3	-8.2	5.7
CCOc1ccc(NC(=O)CC2C(=O)N(C)C(=S)N2CCCc2ccccc2)cc1 (stereo unspecified)	6.2	2.4	-0.5	-1.9	0.9	-0.9	-2.1	5.0	2.2	-20.0
